# CF NFkB block = blocks PAF-induced NF-kB reporter in cystic fibrosis cells; KKLEB NF-kB-GFP reporter, GFP fluorescence overnight; inhibition, % at 5 µM; hit rate 0.86% among 360,000; AID 588850;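 active = at least 50% inhibition at 5 µM, scaled per plate between neutral and stimulator controls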;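 also: PAF is a Pseudomonas aeruginosa culture filtrate used as stimulus; plate controls were PAF-stimulated DMSO wells for no effect and unstimulated DMSO wells for full effect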
# TWEAK-Fn14 inh = TWEAK-Fn14 signaling inhibition; TWEAK-stimulated Fn14 reporter cells, luciferase luminescence, 8 h; inhibition, % at 10 µM; hit rate 2% among 360,000; in the data active = inhibition above about 50%
# LMP1 NFkB inh = reduces LMP1-driven NF-kappaB luciferase signal; hit rate 0.69% among 350,000; inhibition, % at 12.5 µM; LMP1-induced NF-kappaB luciferase reporter cells, luminescence; in the data active = inhibition above about 41%;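 also: 0% = neutral control wells and 100% = reference inhibitor control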
# COUP-TFII inh = blocks human COUP-TFII nuclear receptor; HEK293T NGFI-A luciferase reporter, luminescence; inhibition, % at 8.6 µM; hit rate 0.7% among 370,000; AID 686940;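 active = inhibition above a per-plate cutoff, mean inhibition of test wells between control levels plus 3 SD, cut at about 38% in these data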;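 also: cells cotransfected with COUP-TFII expression vector driving the NGFI-A reporter; 0% = median of COUP-TF2 test wells and 100% = reporter-only cells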
# KKLEB cytotox = reduces viability of KKLEB cystic fibrosis airway cells | KKLEB CF airway cells viability, ATPlite luminescence, overnight; hits give low values; cells stimulated with P. aeruginosa culture filtrate | activity change (cytotoxicity), % at 5 µM | AID 602141 | hit rate 0.36% among 360,000;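 active = corrected activity change at or below -50% at 5 µM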
# TRAIL sens C8 = caspase-8 TRAIL sensitization; hit rate 1% among 360,000; NB7+C8 cells + TRAIL, ATPlite viability luminescence; AID 624354; inhibition (viability loss, TRAIL sensitization), % at 10 µM;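 active = compounds causing at least 50% loss of cell viability in the single-dose screen, relative to plate controls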
# Shn3 3UTR inh = inhibitors of Schnurri-3 3'UTR reporter in osteoblasts | Clone20 osteoblast Shn3 3'UTR firefly luciferase, 24 h | inhibition, % at 12.5 µM | AID 588674 | hit rate 0.52% among 360,000;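 active = mean inhibition of at least 75% with every replicate also reaching 75%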;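 also: 0% = median of neutral control wells and 100% = pilot-screen positive control compound; some compounds past the cut are filed as inactive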
# SRC1 inh = inhibits human SRC1 coactivator | Q15788 | HEK293 GAL4-SRC1 luciferase reporter, luminescence | inhibition, % at 3.6 µM | hit rate 0.12% among 360,000;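 active = inhibition above the campaign mean plus 3 SD, with each screening campaign given its own cutoff, cut at about 60% in these data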;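 also: 0% = DMSO treated cells and 100% = gossypol at 36 µM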
# Target sequence (Q15788 whole entry, looked up, the tested form may be a part): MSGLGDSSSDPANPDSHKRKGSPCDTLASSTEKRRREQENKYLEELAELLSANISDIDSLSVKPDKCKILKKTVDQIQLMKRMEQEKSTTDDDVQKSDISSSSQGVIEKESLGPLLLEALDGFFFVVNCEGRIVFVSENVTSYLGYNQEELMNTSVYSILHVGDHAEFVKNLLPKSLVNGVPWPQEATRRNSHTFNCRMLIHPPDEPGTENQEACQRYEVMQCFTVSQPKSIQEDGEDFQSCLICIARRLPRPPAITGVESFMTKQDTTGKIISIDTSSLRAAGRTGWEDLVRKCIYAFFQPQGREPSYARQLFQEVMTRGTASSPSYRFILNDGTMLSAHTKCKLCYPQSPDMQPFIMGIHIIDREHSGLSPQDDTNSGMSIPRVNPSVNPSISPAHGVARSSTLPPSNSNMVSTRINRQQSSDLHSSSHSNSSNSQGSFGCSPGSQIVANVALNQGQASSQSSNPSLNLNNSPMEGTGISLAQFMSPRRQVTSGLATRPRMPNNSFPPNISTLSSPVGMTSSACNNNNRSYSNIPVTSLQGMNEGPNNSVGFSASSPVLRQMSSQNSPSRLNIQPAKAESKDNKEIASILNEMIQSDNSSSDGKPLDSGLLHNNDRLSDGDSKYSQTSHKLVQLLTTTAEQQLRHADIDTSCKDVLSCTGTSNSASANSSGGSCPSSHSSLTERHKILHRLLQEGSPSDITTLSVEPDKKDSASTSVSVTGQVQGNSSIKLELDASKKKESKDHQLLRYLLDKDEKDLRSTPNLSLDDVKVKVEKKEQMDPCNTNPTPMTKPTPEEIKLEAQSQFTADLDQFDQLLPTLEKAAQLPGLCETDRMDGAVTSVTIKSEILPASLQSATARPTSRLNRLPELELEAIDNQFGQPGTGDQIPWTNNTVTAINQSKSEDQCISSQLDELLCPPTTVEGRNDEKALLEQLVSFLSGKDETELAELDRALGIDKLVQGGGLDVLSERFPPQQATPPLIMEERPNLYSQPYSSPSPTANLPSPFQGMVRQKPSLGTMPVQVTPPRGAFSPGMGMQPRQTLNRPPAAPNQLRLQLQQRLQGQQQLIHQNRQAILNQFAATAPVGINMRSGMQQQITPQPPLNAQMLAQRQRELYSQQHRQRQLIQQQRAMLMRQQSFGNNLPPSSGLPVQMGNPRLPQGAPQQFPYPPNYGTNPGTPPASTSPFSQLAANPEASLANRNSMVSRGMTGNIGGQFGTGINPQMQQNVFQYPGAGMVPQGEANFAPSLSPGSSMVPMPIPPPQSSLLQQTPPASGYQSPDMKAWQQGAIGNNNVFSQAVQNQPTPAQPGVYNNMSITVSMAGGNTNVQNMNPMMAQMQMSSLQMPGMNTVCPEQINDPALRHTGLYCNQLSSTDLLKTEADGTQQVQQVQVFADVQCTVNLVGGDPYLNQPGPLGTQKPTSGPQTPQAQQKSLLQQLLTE
# SRC3 inh = inhibits human SRC3 coactivator; Q9Y6Q9; inhibition, % at 3.6 µM; hit rate 0.17% among 360,000; HEK293 GAL4-SRC3 luciferase reporter, luminescence;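 active = inhibition above a per-campaign cutoff, the mean of all compounds plus 3 SD, cut at about 60% in these data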;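 also: 0% = DMSO-treated cells and 100% = gossypol-treated cells at 36 µM; higher means less SRC3-driven luciferase light from the GAL4 reporter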
# TROY NFkB inh = inhibitors of TROY-dependent NF-kB signaling; hit rate 0.98% among 360,000; AID 1347056; Q293 LMP1-TROYcd NF-kB luciferase reporter, 4 h; inhibition, % at 10 µM;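 active = compounds whose plate-normalised and pattern-corrected inhibition of the luciferase reporter signal at the single screening dose is 50% or more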
# LRH-1 inv ag = suppresses constitutive activity of human LRH-1. O00482. HEK293T StAR-luciferase reporter, LRH-1 transfected, 24 h. inhibition, % at 3.6 µM. hit rate 0.13% among 360,000. AID 602396;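 active = inhibition above the mean inhibition of all tested compounds plus 3 SD, cut at about 73% in these data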;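 also: 0% = DMSO wells and 100% = reporter-only cells lacking LRH-1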
# Active calls of the source: *; . = not tested or not shown.
item	compound	TWEAK-Fn14 inh	COUP-TFII inh	TRAIL sens C8	TROY NFkB inh	CF NFkB block	SRC1 inh	Shn3 3UTR inh	LRH-1 inv ag	LMP1 NFkB inh	SRC3 inh	KKLEB cytotox
1	Cc1ccc(NC(=O)N2CCCC2C(=O)NCCc2ccccc2)cc1 (stereo unspecified)	-2	3	0	5	-7	0	-7	6	-6	-38	2
2	CCCc1cc(C(=O)Nc2ccc(F)c(Cl)c2)no1	-2	-16	-1	-36	-43	2	-65	-10	-31	-6	1
3	COc1cccc(CC2(CO)CCCN(Cc3ccc(C)s3)C2)c1 (stereo unspecified)	5	9	3	-3	-13	-40	-2	7	-5	7	14
4	COc1cccc(N=Cc2c(O)n(-c3cccc(C)n3)c(=O)c3ccccc23)c1	10	14	8	3	-22	4	17	18	-3	10	-1
5	O=C(NCc1ccc(F)cc1)c1cccc2c1C(=O)c1ccc(N3CCC(N4CCCCC4)CC3)cc1S2(=O)=O	-13	7	2	5	4	-16	-19	5	-10	18	-3
6	O=C(CN1CCCCC1)N=Nc1c(O)[nH]c2ccccc12	-1	3	15	9	-10	-2	-5	-6	-15	5	15
7	CCOc1ccc(OCC)c(-c2c(=O)n(OCc3ccc(Cl)cc3)c3ccccc3[n+]2[O-])c1	28	28	22	-15	-37	6	62	2	8	-9	21
8	Cc1cc(=O)[nH]c2ccc(S(=O)(=O)N3CCOCC3)cc12	-12	10	-17	-5	-6	7	5	9	12	-4	-10
9	CN(c1ccccc1)S(=O)(=O)c1cccc(C(=O)NCCc2c[nH]c3ccccc23)c1	18	5	11	28	12	-6	-4	0	-10	19	3
10	CCOC(=O)C1=CN(Cc2cccc(-c3cccnc3)c2)S(=O)(=O)N(CC)C1C (stereo unspecified)	6	6	-3	-4	19	-7	23	20	-9	1	-2
11	Cc1ccnn1-c1ccc(C(=O)NCc2ccccc2CN2CCOCC2)cc1	7	8	3	-10	6	-12	16	-11	0	-5	4
12	O=c1c(Cl)c(NCc2ccccc2)cnn1C12CC3CC(CC(C3)C1)C2	7	3	2	-23	0	2	-11	4	-2	-13	6
13	O=C(Nc1cc(F)ccc1F)C1CCCN(c2ncnc3c2nc2n3CCCCC2)C1 (stereo unspecified)	23	25	16	5	-24	22	-8	25	.	9	-2
14	CN1CCC/C1=C1/C(=O)N(c2ccccc2)N=C1NC(=O)Nc1cccc(Cl)c1	-50	7	-4	-18	-38	-19	6	-1	4	14	0
15	COc1ccc2c(c1)CCc1c-2nc2ccccc2c1N1CCOCC1	-30	7	10	-34	7	8	-7	2	3	17	-8
16	CC1=C(C)[N+](=O)C2(O)CCCCC2(C)N1[O-] (stereo unspecified)	-3	-6	-4	7	-14	4	0	-8	6	4	10
17	O=C(O)c1c(N2CCCCC2)ccc([N+](=O)[O-])c1N1CCCCC1	-4	-5	10	-15	10	4	-3	2	-7	18	2
18	COc1ccc(C(=O)CC(=O)C(=O)Nc2ccccc2OC)cc1	-46	12	5	-32	8	-22	15	2	4	4	-1
19	COCc1cc(C)n(CC(=O)Nc2ccc(Cl)cc2Cl)c(=O)c1C#N	1	5	-1	-10	10	-4	1	10	1	-2	2
20	Cc1cc(NC(=O)C2CC2)n(-c2nc3ccccc3s2)n1	15	-5	3	2	-15	-20	-8	18	-10	-5	4
21	O=C(O)C1CC=CCC1C(=O)c1ccccc1 (stereo unspecified)	8	-4	-9	7	-1	-67	79	-20	4	-14	-1
22	CC(C(=O)NC1CCCC1)N(Cc1ccc2c(c1)OCO2)C(=O)c1snc(C(N)=O)c1N (stereo unspecified)	1	-14	8	-13	-16	-10	7	4	-4	17	9
23	C[C@H](CO)N1C[C@H](C)[C@H](CN(C)C(=O)OCc2ccccc2)OCc2cnnn2CCCC1=O	-2	3	-17	-2	-32	16	-12	14	6	-11	23
24	O=C(O)Cn1cc2c(n1)CCCCC2	1	-17	32	2	1	-14	-11	-8	-4	16	-2
25	CN(C)S(=O)(=O)c1cccc(NC(=S)N/N=C/c2cccc(O)c2)c1	-4	1	-1	0	-5	17	-2	14	1	1	-5
26	O=C(O)c1sccc1NC(=O)c1c(Cl)cccc1Cl	16	18	7	-15	9	3	-23	-5	0	7	-5
27	COc1ccccc1C(=O)N/C(=C\c1cn(C)c2ccccc12)C(=O)NCCCn1ccnc1	-5	-1	-13	2	-3	2	-12	8	-1	-16	-3
28	COc1ccc(OC)c(/C=N/NC2=NS(=O)(=O)c3ccccc32)c1	8	7	-10	6	9	0	-7	-5	-11	-4	1
29	CNC(=O)c1ccc2cc(OC)c(OC)cc2c1	-34	-8	3	-13	-14	5	-6	-1	-4	-9	15
30	CCN(CC)S(=O)(=O)c1ccc2oc(C(=O)NCc3ccc(F)cc3)c(C)c2c1	46	35	19	7	14	21	81	41	9	18	-19

# Single records (already shown). Order of screens: TWEAK-Fn14 inh | COUP-TFII inh | TRAIL sens C8 | TROY NFkB inh | CF NFkB block | SRC1 inh | Shn3 3UTR inh | LRH-1 inv ag | LMP1 NFkB inh | SRC3 inh | KKLEB cytotox
# COc1ccccc1C(=O)N/C(=C\c1cn(C)c2ccccc12)C(=O)NCCCn1ccnc1 is listed with -5 | -1 | -13 | 2 | -3 | 2 | -12 | 8 | -1 | -16 | -3
# CNC(=O)c1ccc2cc(OC)c(OC)cc2c1 is listed with -34 | -8 | 3 | -13 | -14 | 5 | -6 | -1 | -4 | -9 | 15

# (list continues)
item	compound	TWEAK-Fn14 inh	COUP-TFII inh	TRAIL sens C8	TROY NFkB inh	CF NFkB block	SRC1 inh	Shn3 3UTR inh	LRH-1 inv ag	LMP1 NFkB inh	SRC3 inh	KKLEB cytotox
31	Cc1nc(S/C(=C/c2ccc(-c3cccc(Cl)c3)o2)C(=O)O)n[nH]1	-26	8	7	-10	-33	-58	-12	-10	-7	-1	5
32	Cc1ccc(C(=O)NC(=S)Nc2c(C)ccc3nsnc23)cc1	-4	-11	4	2	1	-6	-13	20	-2	11	-8
33	COc1ccccc1CC(=O)Nc1cccc2ccccc12	3	13	6	-31	2	-1	13	-26	-4	6	5
34	O=C(NC(=S)N1CCCC1)c1ccccc1F	-1	-19	9	0	-1	-28	-10	-5	4	-18	3
35	CSCCC(NS(=O)(=O)c1ccc2c(c1)OCCO2)C(=O)NCCc1ccccn1 (stereo unspecified)	8	-3	2	7	-10	3	-1	7	-6	12	6
36	CCOc1ccccc1NC(=O)NC1CCCCCCC1	-7	9	6	7	13	-19	5	-5	-4	6	1
37	CN(Cc1ccccc1)C(=O)CCS(=O)(=O)c1ccc2c(c1)n(C)c(=O)c(=O)n2C	-14	7	-4	2	18	6	-13	0	-2	4	-3
38	COc1ccc(NC(=O)N(C)C[C@@H]2OCc3cnnn3CCCC(=O)N([C@H](C)CO)C[C@@H]2C)c(OC)c1	5	1	-14	-14	15	-3	-36	8	3	11	-1
39	O=C1C2C3c4ccccc4C(c4ccccc43)C2C(=O)N1/N=C/c1cccc(O)c1 (stereo unspecified)	17	-14	19	-10	-4	-6	6	8	-16	4	0
40	Cc1ccccc1CCN1CCCC(CN(C)C(=O)C(=O)c2ccco2)C1 (stereo unspecified)	-6	-14	1	-18	13	0	-3	11	-9	-4	9
41	COc1ccc(CNC(=O)CN(c2cc(C)cc(C)c2)S(=O)(=O)c2c(C)noc2C)cc1	-15	-31	-2	11	-4	-3	0	-10	-8	9	-8
42	COc1ccccc1C(=O)NC(C)c1ccccc1 (stereo unspecified)	-17	-10	26	-24	0	1	-9	4	0	6	-4
43	Cc1cc(/C=N/NC(N)=S)c(C)n1-c1ccc(Cl)c(Cl)c1	11	15	3	-12	-7	-6	23	72	30	25	-12
44	COc1ccc2c(Cl)c(C(=O)N/N=C3\CCCC(=O)C3)sc2c1	-45	-1	-12	8	-93	-29	6	-6	-11	-9	7
45	Cc1ccoc1C(=O)N1CCCCC1C(=O)O (stereo unspecified)	8	14	1	-14	-1	-2	-7	-4	-4	-5	0
46	CCOC(=O)N1CCN(C(=O)c2cn(C)c3ccc(S(=O)(=O)N4CCC(C)CC4)cc3c2=O)CC1	-7	-3	1	10	-7	-6	15	-8	4	2	-5
47	CCC(=O)Nc1ccc(C2=Nn3c(nnc3C(C)C)SC2)cc1	-1	15	-17	18	-7	-3	-18	20	5	-13	-6
48	COC(=O)C1=C(C)N(Cc2ccc3c(c2)OCO3)C(=O)C1	2	-1	-7	8	21	-3	-19	-1	-2	12	4
49	FC(F)Oc1ccccc1/C=N/n1cnc2ccccc21	4	-33	-2	-22	-15	-29	-41	-31	-3	-40	7
50	O=C(Cc1c(F)cccc1Cl)Nc1ccccc1C(=O)N1CCOCC1	-2	13	-6	12	5	10	18	-9	5	-13	11
51	O=C(NCCc1ccccn1)c1cccc(S(=O)(=O)N2CCc3ccccc32)c1	-11	21	-7	-3	2	3	15	-3	-9	-7	4
52	O=C(O)c1ccc(NC(=S)NC(=O)c2ccc3ccccc3c2)cc1	-3	-1	15	-45	5	-18	-14	16	-19	-15	0
53	O=C(NCc1nnc(SCc2ccccc2)n1-c1ccccc1)C12CC3CC(CC(C3)C1)C2	6	4	-9	12	14	6	1	2	8	15	1
54	COc1ccc(C2C(C#N)=C(N)OC3=C2C(=O)CCC3)cc1Cn1cc([N+](=O)[O-])cn1 (stereo unspecified)	3	1	3	17	7	-1	-7	10	-9	9	14
55	Cc1ccc(NC(=O)Cc2nnc(SCC(=O)Nc3nncs3)n2C)c(C)c1	12	15	-1	0	7	14	1	20	1	-23	-6
56	C=CC[C@]12CC=CC(=O)[C@@]1(O)O[C@H](c1ccc(OC)c(OC)c1)[C@H]2C	66*	-1	10	-24	62*	-4	-7	13	-2	24	-19
57	Cc1ccc(S(=O)(=O)N2CCC(=O)N([C@H](COC(=O)Nc3ccccc3)Cc3ccccc3)CC2)cc1	16	-1	38	0	.	.	.	-4	.	.	.
58	Cc1cc(C)c(NC(=O)CNC(=O)c2ccccc2OCc2c(C)noc2C)c(C)c1	11	8	-5	8	9	10	-5	0	-4	5	4
59	Cc1nn(-c2ccc(C(=O)O)cc2)c(=O)c2ccccc12	-20	8	-17	-7	3	-4	-8	-12	0	-6	3
60	O=C(CCc1nnc(Cc2c[nH]c3ccccc23)o1)NCC1CC12CCCCC2 (stereo unspecified)	-14	-5	-2	-9	9	3	14	12	-6	5	-11
61	CCOc1ccccc1/C=c1\sc2ncnn2c1=O	2	12	1	7	-28	1	-15	-10	-1	11	10
62	Cc1onc(-c2ccccc2)c1C(=O)Nc1ccc(OC(C)C)cc1	-6	10	4	-3	24	-4	6	13	12	11	-8
63	O=C(c1ccccc1)c1cc(-c2ccccn2)c(N2CCOCC2)s1	-13	-13	-2	-10	5	13	-6	56	-4	3	-11
64	O=C(/C=N/O)NCCCn1ccnc1	-7	-5	6	-5	13	-7	3	4	-8	-6	6
65	Cc1nc2ccc(S(=O)(=O)NCC(=O)N(C)Cc3ccco3)cc2s1	-8	-6	7	-6	14	-2	-2	-15	-4	-26	-16
66	Cc1ccc(O)c(CO)n1	-8	-6	2	8	10	-14	7	3	2	11	-6
67	Cc1ccc(C)n1NC(=O)c1ccccc1	-12	-2	14	-17	-2	-2	-3	-17	-9	5	6
68	COc1cc(/C=C/C(=O)O)ccc1OS(=O)(=O)c1ccc(C)cc1	-27	9	-4	-30	9	-28	-3	5	2	-4	-10
69	CN1C(C(=O)Nc2ccccn2)=C(O)c2sccc2S1(=O)=O	-19	-6	3	-7	20	-4	-2	-20	0	11	-6

# Some of the compounds tested; rates above refer to the full screens.
